# ALOX12 inh: inhibitors of human 12S-lipoxygenase ALOX12. P18054. purified 12hLO, xylenol orange hydroperoxide absorbance. Potency, µM (series often up to 108 µM), for the others: top-dose activity change, negative = inhibition, usual class: inhibitors. 580,000 tested, 1.1% active; also: potency is read from the fitted curve at half-maximal effect; % is scaled to controls: 0 for no effect and ±100 for the full control effect
#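 Hydroperoxide product was detected by ferrous iron/xylenol orange as the 573 to 405 nm absorbance ratio. Arachidonic acid at 40 uM (final) was turned over for 30 min at room temperature by 150 nM human 12hLO, pH 7.0 Hepes buffer, after 15 min compound preincubation.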
# Pol eta inh: inhibitors of human DNA polymerase eta | Q9Y253 | recombinant Pol eta, fluorescent DNA replication assay | Potency, µM (top dose mostly 114 µM), without a hit: at the highest dose activity change, negative = inhibition, actives largely listed as inhibitors | 390,000 tested, 1.2% active | AID 588591; also: potency is read from the fitted curve at half-maximal effect; % is scaled to controls: 0 for no effect and ±100 for the full control effect
# Target sequence (Q9Y253 whole entry, looked up): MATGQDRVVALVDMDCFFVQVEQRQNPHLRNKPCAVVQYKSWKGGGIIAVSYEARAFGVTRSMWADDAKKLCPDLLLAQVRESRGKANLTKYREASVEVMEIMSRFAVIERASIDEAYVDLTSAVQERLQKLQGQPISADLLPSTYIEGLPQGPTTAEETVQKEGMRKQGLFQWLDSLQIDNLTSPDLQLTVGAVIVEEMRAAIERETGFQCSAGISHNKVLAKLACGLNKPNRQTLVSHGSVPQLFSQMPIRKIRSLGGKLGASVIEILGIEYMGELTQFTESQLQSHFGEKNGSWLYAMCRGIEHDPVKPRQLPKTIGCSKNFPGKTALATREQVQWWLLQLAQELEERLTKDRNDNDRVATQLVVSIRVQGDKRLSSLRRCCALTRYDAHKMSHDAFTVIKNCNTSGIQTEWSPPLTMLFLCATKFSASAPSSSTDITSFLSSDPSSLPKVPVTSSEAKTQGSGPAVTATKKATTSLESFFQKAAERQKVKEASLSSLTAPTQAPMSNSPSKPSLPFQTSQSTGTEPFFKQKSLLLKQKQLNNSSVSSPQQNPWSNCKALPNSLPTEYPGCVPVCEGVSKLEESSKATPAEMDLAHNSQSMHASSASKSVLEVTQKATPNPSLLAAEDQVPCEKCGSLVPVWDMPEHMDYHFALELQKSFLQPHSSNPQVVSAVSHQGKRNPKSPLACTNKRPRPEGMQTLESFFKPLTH
#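 Pol eta (10 nM) was preincubated with compounds for 15 min at room temperature, after which fluorescent replication substrate (50 nM final) was added to start the reaction. Fluorescence was read kinetically at 0 and 10 min.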
# Pol kappa inh: blocks human DNA polymerase kappa activity; purified Pol kappa, fluorescent DNA synthesis assay, 10 min; Potency, µM (titrated, usually from 107 µM), for the others: at the highest dose activity, negative = inhibition, most hits filed as inhibitors; 400,000 tested, 0.53% active; AID 588579; also: potency is read from the fitted curve at half-maximal effect; % is scaled to controls: 0 for no effect and ±100 for the full control effect
#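 Fluorescent qHTS in 1536-well format: enzyme (10 nM) and compound sat 15 min at room temperature before 50 nM substrate (final) was added. Signal taken at 0 and 10 min; no-enzyme buffer wells were negative controls.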
# Anesthetic bind: candidate novel general anesthetic via apoferritin binding; P02791; apoferritin/1-aminoanthracene competitive binding, fluorescence; Potency, µM (highest dose often 77.5 µM), for inactives: top-dose activity change, negative = displacement, actives largely listed as inhibitors; 350,000 tested, 0.074% active; also: potency is read from the fitted curve at half-maximal effect; % is scaled to controls: 0 for no effect and ±100 for the full control effect; nearly all actives have a fitted effect of over 20% in size
#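 Apoferritin-based anesthetic binding model; compound displacement of fluorescent 1-AMA measured as endpoint fluorescence after 10 minutes at room temperature, scaled to free-ligand and complex controls.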
# RGS4 inhibitor: human RGS4 inhibition | P49798 | Transcreener GDP fluorescence polarization, RGS4-accelerated GTP hydrolysis | Potency, µM (highest dose often 114 µM), without a hit: top-dose activity change, negative = inhibition, actives largely listed as inhibitors | 390,000 tested, 0.039% active | AID 504845; also: potency is read from the fitted curve at half-maximal effect; % is scaled to controls: 0 for no effect and ±100 for the full control effect; nearly all actives have a fitted effect of over 75% in size; some results filed as inactive show a strong effect at the top dose
#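 MLSMR compounds (23 nl, pin-transferred) preincubated 10 min at room temperature with a 500nM (2x) first reagent, then RGS4 at 900nM (2x) plus Transcreener GDP mix added; fluorescence polarization (620/688 nm) read before and after 90 min at 30 °C.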
# Pol beta inh: inhibitors of human DNA polymerase beta; P06746; Pol beta primer extension/strand displacement, fluorescence kinetic; Potency, µM (titrated, usually from 114 µM), for inactives: top-dose activity change, negative = inhibition, actives largely listed as inhibitors; 340,000 tested, 1.3% active; also: potency is read from the fitted curve at half-maximal effect; % is scaled to controls: 0 for no effect and ±100 for the full control effect
#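 Reaction started by 50 nM substrate onto compound-treated Pol beta (10 nM, 15 min preincubation, room temperature); plates read at 0 min and 10 min. Normalized concentration-effect data fitted by four-parameter Hill equation.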
# LDHA inh: inhibitors of human lactate dehydrogenase A; P00338; purified LDHA, NADH/diaphorase-resazurin fluorescence; stronger effect = lower value; activity change, % (values are at about 110 or 230 µM); 480,000 tested, 0.15% active; AID 1347041; in the data active = activity change below about -30%; inconclusive = mostly about -25% to -30%;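 also: plate controls were DMSO wells for no effect and wells without enzyme for full effect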
#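 Enzyme activity of human lactate dehydrogenase 5 (2 nM; 0.06 mM NADH, 0.2 mM pyruvate, 5 min, RT) is measured via a resazurin/diaphorase fluorescence readout of residual NADH.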
# ERG Ets-DNA blk: inhibitors of human ERG Ets domain-DNA interaction; P11308; fluorescence polarization, His-ERG Ets domain / labelled DNA; Potency, µM (doses to about 76.9 µM), for the others: top-dose FP activity, negative = inhibition, usual class: inhibitors; 370,000 tested, 0.028% active; active = well fitted inhibition curve with a large enough effect in the polarisation, with a control signal flat; inconclusive = small, poorly fitted or top-dose-only effect, or effect the other way, or a change in a side signal; inactive = no such curve, though single readings can be large or run the other way; the % refers to the polarisation;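 also: polarization taken with two DNA probes labelled with fluorescein and Texas red; potency is read from the fitted curve at half-maximal effect; % of control where 0% means no effect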
#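 His-tagged ERG Ets domain (1 uM in the protein solution; 300mM KCl, 50mM Tris-HCl, 1mM EDTA, 1mM DTT, pH 7.5) received compound, then a probe mix of 5 nM fluorescein-DNA and 100nM Texas-615-DNA. Fluorescence polarization was read for both dyes.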
# APEX1 inh: blocks human APE1 abasic DNA cleavage. 350,000 tested, 0.35% active. recombinant APE1, TAMRA/BHQ-2 abasic DNA cleavage fluorescence. AID 2517. Potency, µM (titrated, usually from 65.8 µM), for the others: at the top dose activity change, negative = inhibition, actives largely listed as inhibitors;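 also: potency is read from the fitted curve at half-maximal effect; plate controls were vehicle for no effect and reference inhibitor for full effect; nearly all actives have a fitted effect of over 55% in size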
#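 Measures dequenching upon AP-site incision of a 5'-TAMRA/3'-BHQ-2 THF-containing duplex, 50 nM; human APE1 0.75 nM after 15 min room-temperature exposure to compound; kinetic three-point read at one-minute spacing.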
# An asterisk follows results filed as active; ? = inconclusive; nt = not tested or not shown; [ ] = another dose, or the depositor's remark. Unless noted, calls follow the shape of the dose curve; as a rule, active = well fitted curve in the direction sought with a large enough effect; inconclusive = small, poorly fitted or top-dose-only effect, or another doubt; inactive = no such curve, though single readings can be large; an effect the other way counts as inactive or inconclusive.
No.	SMILES	ALOX12 inh	Pol eta inh	Pol kappa inh	Anesthetic bind	RGS4 inhibitor	Pol beta inh	LDHA inh	ERG Ets-DNA blk	APEX1 inh
1	Cc1cc([N+](=O)[O-])nn1CC(=O)NNC(=S)Nc1ccc(Cl)cc1	-11%	-5%	-4%	-9%	?	9%	-3	2%	-3%
2	Cc1ccc2nc3sc(C(=O)Nc4c(C)[nH]c(=O)[nH]c4=O)c(N)c3cc2c1	?	?	-26%	1%	-14%	50µM*	0	nt	-5%
3	CCc1sc(C(=O)NCc2ccco2)cc1Br	?	2%	-11%	?	-20%	-15%	-2	-2%	49%[activator]
4	O=C(NC1CC1)C1=C[C@@H](C2CCCCC2)C[C@@H](OCc2ccc(CO)cc2)O1	1%	-10%	15%	-9%	3%	3%	-3	-10%	0%
5	O=C(O)/C=C/c1cn(-c2ccccc2)nc1-c1cc2ccccc2oc1=O	-6%	-11%	2%	4%	-34%	35%	-8	-5%	?
6	Cc1cc(CNC[C@H]2O[C@@H](n3cnc(C(N)=O)n3)[C@H](O)[C@@H]2O)c(C)n1-c1cccnc1	-2%	-8%	-26%	nt	-12%	nt	2	-10%	nt
7	O=C(Nc1ccccc1)c1cc(-c2ccccc2Cl)no1	5%	-21%	-12%	-23%	-37%[11.4 µM]	6%	-6	-3%	-4%
8	CC(=O)Nc1cccn(Cc2c(Cl)cccc2Cl)c1=O	2%	-16%	-2%	-6%	?	-29%	-12	10%	-5%
9	COc1ccccc1NC(=O)CC1SC(=N)N(c2ccccc2)C1=O (stereo not given)	3%	-2%	-4%	?	31%	32%	-10	8%	3%
10	COc1ccc(NC(=O)Cn2c(=O)n(Cc3ccc4c(c3)OCO4)c(=O)c3ccc(C(=O)NC4CCCCC4)cc32)cc1	-11%	-11%	-6%	-6%	-9%	21%	-6	0%	nt
11	COc1ccc(OC)c(NC(=O)CCc2c[nH]c3ccccc23)c1	-8%	?	2%	-22%	4%	24%	-3	-5%	2%
12	O=C(Nc1ccccc1C(=O)NC1CC1)c1ccc([N+](=O)[O-])o1	-14%	32µM*	-35%	nt	35%	nt	1	1%	?
13	CC1CCc2c(sc(/N=C/N(C)C)c2C#N)C1 (stereo not given)	-5%	-6%	-10%	-16%	-5%	16%	1	-4%	2%
14	O=C(Nc1ccc(C(=O)NCc2ccccc2)cc1)C1=CSCCO1	-3%	-16%	9%	-12%	-12%	11%	0	13%	-5%
15	O=C(COC(=O)c1cncc(Br)c1)NC1CC1	-2%	-5%	-11%	-9%	35%	2%	-9	0%	5%
16	O=C(N/N=C/c1sc(N2CCOCC2)nc1-c1ccccc1)c1cccc(S(=O)(=O)N2CCOCC2)c1	-2%	-20%	-3%	63%[activator]	-11%	21%	0	15%	?
17	NC(=S)n1[nH]c(-c2ccc([N+](=O)[O-])cc2)c(N=Nc2ccc(O)cc2)c1=O	?	?	?	-16%	-36%	6%	-2	6%	5%

# For reference, some entries already given.
No.	SMILES	ALOX12 inh	Pol eta inh	Pol kappa inh	Anesthetic bind	RGS4 inhibitor	Pol beta inh	LDHA inh	ERG Ets-DNA blk	APEX1 inh
6	Cc1cc(CNC[C@H]2O[C@@H](n3cnc(C(N)=O)n3)[C@H](O)[C@@H]2O)c(C)n1-c1cccnc1	-2%	-8%	-26%	nt	-12%	nt	2	-10%	nt
7	O=C(Nc1ccccc1)c1cc(-c2ccccc2Cl)no1	5%	-21%	-12%	-23%	-37%[11.4 µM]	6%	-6	-3%	-4%
8	CC(=O)Nc1cccn(Cc2c(Cl)cccc2Cl)c1=O	2%	-16%	-2%	-6%	?	-29%	-12	10%	-5%
9	COc1ccccc1NC(=O)CC1SC(=N)N(c2ccccc2)C1=O (stereo not given)	3%	-2%	-4%	?	31%	32%	-10	8%	3%
10	COc1ccc(NC(=O)Cn2c(=O)n(Cc3ccc4c(c3)OCO4)c(=O)c3ccc(C(=O)NC4CCCCC4)cc32)cc1	-11%	-11%	-6%	-6%	-9%	21%	-6	0%	nt
11	COc1ccc(OC)c(NC(=O)CCc2c[nH]c3ccccc23)c1	-8%	?	2%	-22%	4%	24%	-3	-5%	2%
12	O=C(Nc1ccccc1C(=O)NC1CC1)c1ccc([N+](=O)[O-])o1	-14%	32µM*	-35%	nt	35%	nt	1	1%	?
13	CC1CCc2c(sc(/N=C/N(C)C)c2C#N)C1 (stereo not given)	-5%	-6%	-10%	-16%	-5%	16%	1	-4%	2%
14	O=C(Nc1ccc(C(=O)NCc2ccccc2)cc1)C1=CSCCO1	-3%	-16%	9%	-12%	-12%	11%	0	13%	-5%

# Some of the compounds tested; count on the stated rates, not on these rows.
